PKA-R2B act: activators of human PKA-R2B complex; P22694+P31323; PKA-R2B holoenzyme dissociation, Cy5-IP20 fluorescence polarization; R2B truncated from residue 108, S112A mutant; 0% DMSO only, 100% 113 µM cGMP; activation, % at 11.4 µM; hit rate 0.079% among 340,000;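 active = activation above a cutoff set at the mean over all compounds plus 3 SD, cut at about 18% in these data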;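 note: higher means more holoenzyme dissociation and a rise in polarization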
Target sequence (P31323 whole entry, looked up, other chains not shown, the tested form may be a part): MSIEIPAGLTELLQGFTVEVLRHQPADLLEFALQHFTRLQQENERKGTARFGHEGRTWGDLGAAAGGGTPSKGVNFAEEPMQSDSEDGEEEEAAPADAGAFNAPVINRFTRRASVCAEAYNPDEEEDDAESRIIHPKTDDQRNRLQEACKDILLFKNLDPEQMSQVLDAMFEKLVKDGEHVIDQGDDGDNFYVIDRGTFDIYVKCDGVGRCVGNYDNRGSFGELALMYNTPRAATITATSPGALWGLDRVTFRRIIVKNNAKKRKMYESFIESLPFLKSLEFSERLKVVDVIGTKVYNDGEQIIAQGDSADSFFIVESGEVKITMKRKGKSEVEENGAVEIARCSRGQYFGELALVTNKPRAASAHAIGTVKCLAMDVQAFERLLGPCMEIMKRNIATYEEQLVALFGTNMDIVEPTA
AddAB inh: less growth of phage-infected E. coli with AddAB. E. coli expressing H. pylori AddAB, absorbance growth. inhibition, % at 11.9 µM. hit rate 0.29% among 330,000. AID 435030; in the data active = inhibition above about 12%;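 note: 0% = vehicle wells of infected cells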
MOR-DOR ag: OPRM1-OPRD1 heterodimerization agonism. cells, luminescence. activation, % at 9.3 µM. hit rate 0.3% among 340,000; in the data active = activation above about 18%;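 note: 0% = vehicle-treated cells and 100% = reference agonist; values of inactives mirror those of a sister screen read the other way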
MOR-DOR inv ag: mu-delta opioid heterodimer inverse agonism | cell-based MOR-DOR heterodimer luminescence | hit rate 0.21% among 340,000 | inhibition, % at 9.3 µM; in the data active = inhibition above about 22%, passing the limit was not always enough;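 note: 0% = cells with DMSO and 100% = wells without cells with DMSO; values of inactives mirror those of a sister screen read the other way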
E coli growth: bacterial growth inhibition, counter-screen for AddAB inhibitors | E. coli V3065 growth, OD600 absorbance, 18 h | inhibition, % at 11.9 µM | hit rate 0.27% among 330,000;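 active = inhibition above the campaign's mean inhibition across all tested compounds plus 3 SD, cut at about 9.9% in these data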;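 note: uninfected addAB+ strain grown without phage in ampicillin broth; 0% = DMSO wells and 100% = ciprofloxacin 0.95 µg/ml wells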
PfHsp90 set2: growth inhibition of yeast expressing Plasmodium Hsp90. hit rate 0.32% among 310,000. AID 504621. inhibition, % at 9.4 µM. S. cerevisiae expressing PfHsp90, BacTiter-Glo ATP, 48 h; yeast lacking PDR1 and PDR3 efflux regulators;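 active = every replicate shows inhibition above about 80%, whatever the replicate mean, limit read from the data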;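 note: 0% = DMSO neutral controls and 100% = 20 µM radicicol positive controls; yeast relying on Plasmodium falciparum Hsp90 in place of its own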
PKA-R1A activ: activators of PKA-R1A complex | activation, % at 11.4 µM | P00514+P68181 | PKA-R1A dissociation, Cy5-IP20 fluorescence polarization; scaled: DMSO 0%, 113 µM cGMP 100% | hit rate 0.083% among 340,000;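 active = percent activation above the mean of all tested compounds plus 3 SD, cut at about 19% in these data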;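 note: higher means more PKAc released from R1A so a rise in polarization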
HTR5A inv ctr: inverse agonist of human HTR5A in OPRM1-OPRD1 counter-screen. inhibition, % at 9.3 µM. HTR5A cell line, luminescence, inverse agonism. P47898. hit rate 0.083% among 340,000; in the data active = inhibition mostly above about 23%, no sharp cut-off; inactive = mostly below about 18%;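 note: 0% = cells with DMSO and 100% = no-cell wells with DMSO; some compounds called inactive have numbers as strong as hits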
Target sequence (P47898 whole entry, looked up): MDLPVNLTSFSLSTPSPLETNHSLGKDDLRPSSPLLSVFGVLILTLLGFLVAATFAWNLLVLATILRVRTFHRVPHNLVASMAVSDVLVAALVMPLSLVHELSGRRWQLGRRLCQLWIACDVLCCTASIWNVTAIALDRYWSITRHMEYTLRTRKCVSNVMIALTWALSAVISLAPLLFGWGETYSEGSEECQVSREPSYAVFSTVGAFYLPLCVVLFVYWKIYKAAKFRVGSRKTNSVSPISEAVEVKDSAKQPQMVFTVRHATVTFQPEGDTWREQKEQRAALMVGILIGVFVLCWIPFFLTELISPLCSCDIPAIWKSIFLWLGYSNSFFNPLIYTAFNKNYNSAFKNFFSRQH
SUMO Mot1 rescue: blocks SUMOylation pathway, rescuing yeast Mot1-301 growth; growth rescue, % at 18.8 µM; AID 2716; hit rate 1% among 320,000; S. cerevisiae Mot1-301 growth rescue, ATP luminescence, 38.5C; percent above DMSO median, 100 means doubled;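 active = every valid replicate shows activation above 250% relative to neutral control wells; inactive = the rest, any valid replicate at or below 250%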;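 note: OY570 slx delta 5 strain wells were the positive control but not used for scaling; some compounds called inactive have numbers as strong as hits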
Tat transport: blocks Tat-dependent protein export in E. coli; inhibition, % at 10 µM; E. coli MC4100 TorA-mCherry Tat export, fluorescence; hit rate 0.036% among 340,000;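 active = mean replicate inhibition at least 50% and at least half of replicates individually reaching 50%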;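 note: exported cargo escapes ClpAP degradation while cytoplasmic cargo is degraded and loses fluorescence; 0% = median of neutral control wells and 100% = median of NaSCN control wells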
phage Ecoli inh: E. coli growth loss with phage present. growth absorbance. inhibition, % at 11.9 µM. hit rate 0.26% among 360,000. AID 651602; in the data active = inhibition above about 11%
The depositor's hits bear a star; · = not tested or not shown.

SMILES | PKA-R2B act | AddAB inh | MOR-DOR ag | MOR-DOR inv ag | E coli growth | PfHsp90 set2 | PKA-R1A activ | HTR5A inv ctr | SUMO Mot1 rescue | Tat transport | phage Ecoli inh
CCOC(=O)/C=C/c1ccc2c(c1)S(=O)(=O)N(Cc1ccc(OC)cc1)[C@H]2CC(=O)OCC | -3 | 1.1 | -0.6 | 3 | 1.5 | · | -5 | -25 | 5 | -3 | 1.3
CN(C)CCCn1c(SCC(=O)Nc2nc(-c3cccc(Br)c3)cs2)nc2ccccc2c1=O | 0 | -0.2 | 2.5 | -14 | -2.1 | -22 | 14 | -9 | 81 | 3 | 3.4
O=C1N(Cc2cccnc2)C[C@@H]2C[C@@H](c3ccc(-c4ccccc4)cc3)N3CCC[C@@]123 | 0 | -0.3 | -2.5 | 12 | -2.6 | -3 | -5 | 1 | 32 | -7 | 3.7
O=C(NC1CC2CCC1C2)C1COc2ccccc2O1 (centres undefined) | 2 | 1.4 | -1.6 | 9 | -4.1 | 3 | -7 | 3 | 227 | 6 | 2.4
O=C(COC(=O)C1CCN(c2ccc(C(F)(F)F)cn2)CC1)Nc1cc(F)ccc1F | -7 | 1.2 | 3.7 | -19 | 0.9 | -19 | -10 | 4 | 14 | -5 | 0.1
O=C(O)c1ccccc1N1C(=O)c2cccc3cccc(c23)C1=O | 11 | -3.6 | -1.5 | 7 | -0.9 | -8 | 9 | -7 | 4 | 7 | 2.2
CCCn1c(CN2CCN(C(=O)c3ccco3)CC2)nc2c1c(=O)n(C)c(=O)n2C | -3 | -2.1 | 0.3 | -2 | -0.5 | -13 | 6 | -14 | -2 | 10 | 3.3
COC(=O)c1cc(OC)c(OC)cc1NC(=O)Nc1ccc(OC)cc1OC | 2 | -0.2 | 1.4 | -8 | 3.1 | -1 | -3 | -32 | 3 | 1 | 0.5
O=C(COC(=O)Cn1ccc(=O)[nH]c1=O)Nc1ccc(F)cc1 | -5 | 1.6 | 0.9 | -4 | 2.8 | -63 | 0 | -3 | -2 | -5 | 4.1
Cc1ccc2c(c1)N(CC(=O)NCc1ccco1)C(=O)CO2 | 1 | 3.3 | 0.1 | -1 | 3.2 | · | -3 | 20 | 0 | -2 | 1.4
O=C(Nc1cccc2nsnc12)c1ccc2c(c1)OCCO2 | -16 | 0.9 | -0.8 | 5 | -0.5 | -19 | -9 | 2 | 28 | 0 | -3.3
O=C(CN1C(=O)c2ccccc2S1(=O)=O)c1ccc(Cl)cc1Cl | -7 | -0.4 | -1.9 | 11 | -0.6 | · | 5 | 3 | 15 | 1 | 0.6
CCOC(=O)/C=C/C(=O)OCC(=O)Nc1cccc(Br)c1 | -3 | -0.7 | 0.6 | -3 | -1.4 | 21 | -8 | -11 | 1 | -11 | 3.4
CCc1cccc(C)c1NC(=O)CSc1nc(-c2ccccc2F)nc2nc[nH]c12 | 8 | 0.8 | -2.3 | 13 | -0.6 | -1 | 17 | -2 | -35 | -4 | 2.3
C=CCOC(=O)C1=C(C)NC(SCC(=O)OCC)=C(C#N)C1c1ccc(O)c(OC)c1 (centres undefined) | 3 | · | -0.9 | 5 | · | 3 | 2 | -3 | · | 0 | ·
O=C(NN=C(c1ccccc1)c1ccccc1)C(CCl)C1CCCCC1 (centres undefined) | -9 | 0.3 | -1.4 | 8 | 0.1 | -4 | 1 | -29 | -14 | -17 | 1.1
C1CCN2C[C@@H]3C[C@@H](CN4CCCC[C@@H]34)[C@H]2C1 | -2 | · | -1.1 | 6 | · | -3 | -12 | -1 | · | -12 | 3.3
CC(C)(C)[C@H]1COC(=O)CC/C=C\C[C@@H](CC(=O)N(CCO)Cc2ccccc2)C(=O)N1 | -5 | 4.1 | -2.6 | 15 | -0.8 | 5 | -3 | -10 | -3 | 6 | 0.6
COc1ccc(C(O)P(=O)(O)CCc2ccccc2)cc1 (centres undefined) | -12 | 1.8 | -3.2 | 15 | 2.8 | -11 | -6 | -15 | · | 2 | 0.7
C[C@H]1C(=O)N(c2ccccc2)[C@@H]1c1ccccc1 | -6 | 1.9 | -3.0 | 15 | 1.6 | 11 | -1 | -2 | · | -5 | 1.5
COc1ccccc1-n1c(=S)sc2c(=O)n(Cc3ccco3)c(SC)nc21 | 4 | -0.2 | 1.3 | -7 | -1.7 | · | -6 | -12 | -22 | 4 | 3.5
O=C(NS(=O)(=O)c1ccccc1)c1ccccc1 | -10 | 0.2 | -1.4 | 7 | -0.7 | · | -1 | -8 | 203 | 1 | 1.1
COc1cc(NC(=S)NCc2ccc(S(N)(=O)=O)cc2)cc(OC)c1 | 7 | 2.7 | -1.4 | 8 | -1.5 | -5 | 1 | 5 | 12 | 2 | 1.5
COc1cccc(OC)c1C(=O)OCC(=O)/C(C#N)=C(\C)N | 0 | 4.7 | -1.5 | 8 | -0.2 | 24 | -10 | 2 | -11 | 5 | 6.2
CCOC(=O)CSc1nc2ccc(C)cc2cc1C#N | 2 | 4.0 | 3.0 | -19 | 1.4 | 26 | 0 | -12 | 11 | 2 | 3.3
CCCn1c(SCC(=O)Nc2cc(C)on2)nc2c1c(=O)n(C)c(=O)n2C | 8 | 1.1 | -1.2 | 7 | 0.6 | 13 | -7 | -38 | 0 | 2 | 0.5
COC(=O)c1cccc(Oc2cccc(Cl)n2)c1 | 2 | 1.6 | 1.1 | -8 | 0.4 | -1 | -3 | 9 | -5 | -6 | 4.9
O=C1CCC(C(=O)N2CCN(c3cnccn3)CC2)CN1CCc1ccc(Cl)cc1 (centres undefined) | 4 | · | -0.6 | 3 | · | -2 | 7 | 19 | · | 1 | 1.2

Profiles, quoted from the list:
O=C(O)c1ccccc1N1C(=O)c2cccc3cccc(c23)C1=O reads PKA-R2B act = 11; AddAB inh = -3.6; MOR-DOR ag = -1.5; MOR-DOR inv ag = 7; E coli growth = -0.9; PfHsp90 set2 = -8; PKA-R1A activ = 9; HTR5A inv ctr = -7; SUMO Mot1 rescue = 4; Tat transport = 7; phage Ecoli inh = 2.2
O=C(COC(=O)C1CCN(c2ccc(C(F)(F)F)cn2)CC1)Nc1cc(F)ccc1F reads PKA-R2B act = -7; AddAB inh = 1.2; MOR-DOR ag = 3.7; MOR-DOR inv ag = -19; E coli growth = 0.9; PfHsp90 set2 = -19; PKA-R1A activ = -10; HTR5A inv ctr = 4; SUMO Mot1 rescue = 14; Tat transport = -5; phage Ecoli inh = 0.1

A draw from above in order of heavy-atom count, low to high.
SMILES | PKA-R2B act | AddAB inh | MOR-DOR ag | MOR-DOR inv ag | E coli growth | PfHsp90 set2 | PKA-R1A activ | HTR5A inv ctr | SUMO Mot1 rescue | Tat transport | phage Ecoli inh
CCOC(=O)CSc1nc2ccc(C)cc2cc1C#N | 2 | 4.0 | 3.0 | -19 | 1.4 | 26 | 0 | -12 | 11 | 2 | 3.3
O=C(NN=C(c1ccccc1)c1ccccc1)C(CCl)C1CCCCC1 (centres undefined) | -9 | 0.3 | -1.4 | 8 | 0.1 | -4 | 1 | -29 | -14 | -17 | 1.1
CC(C)(C)[C@H]1COC(=O)CC/C=C\C[C@@H](CC(=O)N(CCO)Cc2ccccc2)C(=O)N1 | -5 | 4.1 | -2.6 | 15 | -0.8 | 5 | -3 | -10 | -3 | 6 | 0.6
